High-throughput results as filed in PubChem BioAssay.
APJ antag: antagonists of human apelin receptor APJ, primary screen, CHO-K1 cells, beta-arrestin complementation, luminescence; inhibition, % at 20 µM; hit rate 0.32% among 330,000;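 active = inhibition above about 40% at 20 µM, limit read from the data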;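 also: cells challenged with 10 nM apelin-13 agonist together with compound; plate controls were apelin-13 plus DMSO wells for no effect and DMSO wells lacking apelin-13 for full effect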
CCR6 antagonist: CCR6 receptor antagonists, primary screen, cell-based, CHO-K1, luminescence, beta-arrestin, uHTS | inhibition, % at 20 µM | C-C chemokine receptor type 6 (Homo sapiens), P51684 | AID 493098, 2011 | hit rate 0.49% among 340,000 | CHO-K1 CCR6 PathHunter beta-arrestin, CCL20-stimulated;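 active = compounds whose inhibition of the agonist-driven luminescence signal at 20 µM reaches about 50%, limit read from the data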;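 also: cells stimulated with CCL20 at 14 nM final; plate controls were DMSO with CCL20 for no effect and DMSO without agonist for full effect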
APJ ag: agonists of human apelin receptor APJ, primary screen, CHO-K1 cells, PathHunter beta-arrestin, luminescence. P35414. 0% DMSO wells, 100% apelin. activation, % at 20 µM. hit rate 0.11% among 330,000;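 active = activation more than six SD over the plate average, tested at 20 µM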;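 also: 0% = DMSO alone and 100% = apelin-13 at 10 nM; some results filed as inactive read as strong as hits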
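Assay system: CHO-K1 APJ beta-arrestin complementation cell line / Compound: single test compound dose, 20 µM final, 1% DMSO / Times: overnight seeding, 90 min compound at 25 °C, 1 h detection / Technique: beta-gal luminescence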
CXCR6 block: CXCR6 receptor inhibitors, primary screen, cell-based, beta-arrestin, luminescence, CHO-K1 PathHunter, 1536-well; hit rate 0.36% among 360,000; inhibition, % at 20 µM; in the data active = inhibition above about 34%, passing the limit was not always enough;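 also: antagonist mode with CXCL16 agonist at 10 nM final; 0% = 10 nM CXCL16 with DMSO and 100% = unstimulated wells without agonist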
tim23-1 inh: growth inhibitors of tim23-1 mutant yeast, primary screen, luminescence, uHTS | hit rate 1.3% among 330,000 | inhibition, % at 20 µM | S. cerevisiae tim23-1 growth, BacTiter-Glo luminescence, 24 h;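 active = growth inhibition of the mutant yeast at or above 50%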;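 also: temperature-sensitive mutant grown at 25 °C; plate controls were DMSO-treated mutant yeast for no effect and medium wells lacking yeast for full effect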
XBP1 UPR activ: activators of adaptive XBP1 UPR arm, primary screen, cell-based, CHO-XBP1 luciferase reporter, luminescence, uHTS | IRE1-XBP1 UPR activation; percent of tunicamycin response, DMSO as zero | activation, % at 20 µM | hit rate 0.33% among 330,000;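 active = versus positive control, 20 µM dose yields 30% or more activation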;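 also: 100% = tunicamycin at 10 µg/mL and 0% = DMSO only wells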
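Assay system: CHO-XBP1 luciferase reporter cells; Schedule: 6 h treatment, 37 °C; Detection: glow luminescence from Steady-Glo reagent; Benchmarks: high control tunicamycin 10 µg/mL final, low control DMSO vehicle only.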
Mdm2-MdmX inh: inhibitors of human Mdm2-MdmX association, primary screen, cell-based, luminescence, split luciferase, SaOS-2, uHTS. SaOS-2 split-luciferase Mdm2/MdmX complementation. inhibition, % at 8 µM. hit rate 3% among 330,000. AID 485346, 2010;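 active = inhibition of at least 50% at 8 µM in the primary screen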
Target sequence (O15151 whole entry, looked up): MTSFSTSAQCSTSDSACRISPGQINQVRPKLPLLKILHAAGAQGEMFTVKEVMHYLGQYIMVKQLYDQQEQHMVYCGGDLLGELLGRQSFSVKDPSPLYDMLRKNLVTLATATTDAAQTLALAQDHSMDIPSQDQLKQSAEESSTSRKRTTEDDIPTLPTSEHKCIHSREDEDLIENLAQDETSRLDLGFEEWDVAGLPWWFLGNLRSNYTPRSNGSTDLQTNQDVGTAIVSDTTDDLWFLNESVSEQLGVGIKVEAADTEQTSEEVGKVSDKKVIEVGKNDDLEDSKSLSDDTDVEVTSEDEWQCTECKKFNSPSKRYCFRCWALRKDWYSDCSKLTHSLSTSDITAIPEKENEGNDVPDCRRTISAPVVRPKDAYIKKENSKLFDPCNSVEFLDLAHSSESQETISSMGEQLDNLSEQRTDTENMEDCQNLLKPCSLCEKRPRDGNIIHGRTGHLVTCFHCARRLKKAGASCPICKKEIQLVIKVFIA
Target sequence (Q00987 whole entry, looked up): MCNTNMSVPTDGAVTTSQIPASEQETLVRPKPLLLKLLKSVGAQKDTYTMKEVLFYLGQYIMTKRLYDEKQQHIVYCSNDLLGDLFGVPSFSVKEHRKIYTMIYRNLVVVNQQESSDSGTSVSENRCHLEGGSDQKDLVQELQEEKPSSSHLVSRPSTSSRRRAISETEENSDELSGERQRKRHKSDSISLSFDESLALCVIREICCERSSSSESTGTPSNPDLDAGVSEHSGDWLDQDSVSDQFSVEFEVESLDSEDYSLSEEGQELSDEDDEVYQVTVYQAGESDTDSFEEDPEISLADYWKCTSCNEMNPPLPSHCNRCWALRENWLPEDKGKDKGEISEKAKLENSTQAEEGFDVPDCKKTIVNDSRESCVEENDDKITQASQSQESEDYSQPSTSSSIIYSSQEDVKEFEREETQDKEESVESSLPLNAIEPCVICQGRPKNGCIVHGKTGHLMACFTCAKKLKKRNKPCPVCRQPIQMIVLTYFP
EBI2 block: EBI2 receptor antagonists, beta-arrestin recruitment, primary screen, cell-based, luminescence, 7a,25-OHC stimulation, uHTS | G-protein coupled receptor 183 (Homo sapiens), P32249 | 7a,25-OHC stimulated | inhibition, % at 5 µM | hit rate 0.81% among 360,000; in the data active = inhibition above about 38%;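 also: enzyme fragment complementation signal reports receptor beta-arrestin coupling in cells; 0% = agonist plus DMSO wells and 100% = wells without agonist; some results beyond the cut were filed as inactive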
UPR CHOP act: activators of apoptotic CHOP UPR arm, primary screen, cell-based, CHO-CHOP luciferase reporter, luminescence, uHTS; activation, % at 10 µM; UPR activation; percent of tunicamycin response over DMSO baseline; hit rate 0.34% among 330,000;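 active = at 10 µM dose, activation of 40% or more, normalized to positive control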;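 also: 100% = tunicamycin at 10 µg/mL and 0% = DMSO alone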
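System: CHO CHOP reporter cells. Amount: 500 cells per well. Buffer or medium: F12 medium, 10% FBS. Compound dosing: one dose, 10 µM in 0.5% DMSO. Incubation: 6 h compound exposure at 37 °C after overnight seeding. Technique: Steady-Glo luciferase luminescence. Benchmarks: tunicamycin and DMSO controls.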
Active calls of the source: *.

SMILES	APJ antag	CCR6 antagonist	APJ ag	CXCR6 block	tim23-1 inh	XBP1 UPR activ	Mdm2-MdmX inh	EBI2 block	UPR CHOP act
COc1ccc(NC(=S)NN(C)C(=S)Nc2ccc(OC)cc2)cc1	-27	6	-2	2	26	-2	44	67*	0.3
Cn1c(=O)cc(SCC(=O)N2CCN(c3ccccc3)CC2)c2ccccc21	6	14	-6	-16	15	-1	29	8	-0.6
Fc1ccc(-c2csc(-c3ccncc3)n2)cc1	1	-1	-2	8	-4	2	-29	12	2.6
O=C(CCS(=O)(=O)c1ccc(Br)cc1)Nc1cc(F)ccc1F	15	7	-2	1	24	-2	9	-7	-1.7
CCNc1nc(NC(C)C)nc(Oc2ccc(OCc3ccccc3)nn2)n1	0	10	-2	-2	5	0	28	-1	2.3
CCC(C)NC(=O)C1CCN(S(=O)(=O)c2ccc(Br)s2)CC1 (stereo not given)	4	14	-1	-2	7	-2	-5	-7	2.7
COc1cc2c(cc1OC)C(C)N(C(=O)c1ccc(Cl)c(S(=O)(=O)N3CCCCC3)c1)CC2 (stereo not given)	-3	19	-2	14	17	-4	21	25	0.5
CC(=O)c1ccc(C(=O)N2CCc3c([nH]c4ccccc34)C2c2ccccn2)s1 (stereo not given)	9	0	-5	1	31	-2	-8	-7	0.5
Cc1ccc(NC(=O)Nc2cccs2)cc1	9	2	2	-8	-17	-2	-117	-5	4.2
Cc1ccc(S(=O)(=O)N(CC(=O)NCc2ccncc2)Cc2ccccc2F)cc1	-24	11	6	-7	19	3	-6	6	1.8
Cc1[nH][nH]c(=O)c1/C=N/N1CCOCC1	3	16	-2	-5	-3	-1	20	-4	-1.2
O=C(Nc1ccccc1Cl)NC1(C(=O)N2CCC(O)CC2)CCCCC1	-2	9	-1	-5	5	-4	-4	-9	0.1
CN(CC(=O)Nc1cc(Cl)cc(Cl)c1)Cc1cccs1	6	15	-3	-8	39	0	3	4	-2.4
COc1cc(C2NC(=O)NC(C)=C2C(=O)OC2CCC(C)CC2)ccc1O (stereo not given)	-25	-3	2	1	9	3	14	-5	1.8
O=C1CC(=C(c2ccccc2)c2ccccc2)C(=O)N1CCN1CCN(c2cccc(Cl)c2)CC1	-1	7	-2	0	13	-4	37	14	-2.0
CCC(C)[C@H](NC(=O)NCc1ccc(Cl)cc1)C(=O)OC (stereo not given in full)	14	-5	-1	-4	10	-1	22	6	-2.2
O=C(CN(CC1CCCO1)C(=O)CNS(=O)(=O)c1ccc(F)cc1)NCCc1ccccc1 (stereo not given)	-2	2	0	-1	14	0	11	1	-0.1
c1ccc2c(c1)ncn2-c1ccc(-c2ccnc(-c3ccncc3)n2)cc1	2	-6	0	24	-39	1	53*	21	-1.0
CCCN(Cc1nnc(-c2ccccc2Cl)o1)C(=O)c1cccc(S(=O)(=O)N2CCOCC2)c1	-3	6	12	-14	17	-5	-5	-7	1.0
S=c1[nH]nc(C2CCCCC2)n1/N=C/c1ccc(Br)cc1	11	20	-2	5	11	1	6	26	0.2
CCOc1ccc(/C=N/NC(=O)c2ccc(Cn3cc([N+](=O)[O-])cn3)o2)cc1	10	9	-21	3	8	5	8	-2	5.7
COc1ccc(N(CCC#N)C(=O)/C(C#N)=C/c2cccs2)cc1	12	-10	-1	-2	25	0	17	-9	0.2
CCOc1ccccc1Nc1nc(-c2cccnc2)cs1	7	0	-4	-20	40	-5	19	12	3.3
CCCS(=O)(=O)N1CCCC(C(=O)Oc2ccc(C)c(C)c2)C1 (stereo not given)	-19	17	0	13	19	-4	5	-7	0.7
O=C(Nc1ccc2nc(-c3ccc4nc[nH]c4c3)[nH]c2c1)c1cccs1	-8	11	-4	-5	7	-2	-5	-6	2.2
Nc1ncc(-c2ccccc2)n1CC1CCCO1 (stereo not given)	-2	33	-6	10	0	3	-11	-1	2.8
COc1ccc(Cc2nnc(NC(=O)CSc3ccc(C)cc3)s2)cc1OC	11	36	-3	-5	-9	8	-1	0	1.2
CC(C)NS(=O)(=O)c1ccc(OCC(=O)Nc2ccc(F)cc2F)cc1	-30	7	-3	-8	8	-2	21	1	0.1
CCOc1cc(S(=O)(=O)NCc2cccnc2)c(C)cc1C	13	-1	-4	6	5	3	-11	-7	1.6
COc1cc(/C=C/c2ccc3cccc([N+](=O)[O-])c3n2)ccc1OCC(=O)O	-11	23	-3	9	23	-1	21	-5	-0.2
CCCCC(=O)NCCNc1nc2c(c(=O)n(C)c(=O)n2C)n1Cc1ccc(F)cc1	-3	3	1	-8	17	-1	-21	-4	-1.9
Cc1ccc(S(=O)(=O)Nc2ccc(N3CCOCC3)cc2)cc1[N+](=O)[O-]	-1	13	-2	1	-1	-2	-1	-2	-0.4
Cc1nnc2ccc(-c3ccc(NC(=O)c4ccco4)cc3)nn12	-3	-1	-3	1	3	3	20	-9	0.6
CCOC(=O)C1CCN(c2nc(-c3ccc(Br)cc3)nc3ccccc23)CC1	9	17	0	-3	8	-5	40	2	-2.0
N/C(Cc1nc(-c2ccc(F)cc2)cs1)=N\O	-7	0	3	-14	-6	2	-9	-3	4.4
O=C(Nc1ccc2c(c1)nc1n2CCCCC1)c1cc(S(=O)(=O)N2CCOCC2)ccc1Cl	-15	-11	-2	-1	7	-6	5	1	-4.4
CCN1C(=O)/C(=C\C(=O)c2cccs2)c2cc(Br)ccc21	-53	-1	0	0	72*	0	-4	29	-0.5
O=C(CSc1nnnn1C1CCCCC1)Nc1nc2c(s1)CCCC2	-9	-2	-1	9	19	0	7	5	-0.1
CCCCC1(O)CC(C(F)(F)F)=NN1C(=O)COc1ccccc1 (stereo not given)	13	8	3	-2	37	0	5	-9	1.8
CCOC(=O)C1CCCc2c1[nH]c1c(C(=O)O)cccc21 (stereo not given)	14	-10	2	0	5	-7	16	-28	-1.3
COc1ccc(C2c3ccc(O)cc3Oc3ncn(CCN4CCOCC4)c(=N)c32)cc1OC (stereo not given)	-25	0	-3	-10	11	0	16	-6	-1.6
CCOP(=O)(OCC)c1ccc2c(c1)C(=O)c1ccccc1CC2	18	7	-3	-22	17	2	2	-10	11
O=C(NCC1CC1)Nc1cccc(Cl)c1	9	0	-1	3	24	6	8	-9	0.9
C#CCOCCOCCOCCNc1nc(N2CCN(C(=O)[C@H](CO)n3cc([C@@H](N)C(C)C)nn3)CC2)nc(N2CCN(C(=O)[C@H](CCCCN)n3cc([C@@H](N)[C@H](C)CC)nn3)CC2)n1	0	-4	-1	-9	13	-1	-12	0	1.2
COc1ccc(-c2oc3ccccc3c2C(=O)OCc2ccccc2)cc1	3	14	4	-6	16	4	-9	-2	2.3
CCN(CC(=O)Nc1ccc(NC(C)=O)cc1)C(=O)c1ccccc1CCc1ccccc1	-2	9	4	2	12	-3	7	2	-0.8
CC1=C/C(=N\NC(=O)c2cccs2)CC(C)(C)C1	12	-2	-2	0	-6	0	-14	7	2.0
O=C(COC(=O)CNC(=O)c1ccccc1Cl)NC1CCCC1	-2	-7	-1	-1	-6	-5	1	8	0.2
COc1ccc(-c2csc(N(CC3CCCO3)C(=O)c3ccc(C)cc3)n2)cc1 (stereo not given)	-1	10	-1	3	7	-1	5	28	-0.7
CC1CCN(C(=O)CSc2ccc(-c3cccnc3)nn2)CC1	-10	-2	10	-1	17	1	13	-4	1.2
O=C(NCCc1ccccc1)C1CCCN(S(=O)(=O)c2cnc[nH]2)C1 (stereo not given)	-9	-1	-3	-1	2	-1	-11	1	-0.2
Cn1c(SCC(=O)Nc2ccc3c(c2)OCCO3)nnc1-c1ccccn1	-3	-15	-4	-7	15	-1	14	3	-2.9
CCc1c(C)sc(NC(=O)c2cccs2)c1C#N	13	34	-2	9	20	5	-32	2	50*
Cc1ccc(NC(=O)c2cc(=O)[nH]c3ccc(S(=O)(=O)N4CCOCC4)cc23)cc1	-4	2	-1	7	-3	1	4	7	1.8
COc1cc(COCC(O)CN2CCN(Cc3ccc4c(c3)OCO4)CC2)cc(OC)c1OC (stereo not given)	2	9	-2	2	-5	0	-16	-13	-2.6
CCN(CC)C(=O)CC(c1cc(OC)c(OC)c(OC)c1)c1c(OC)cc(OC)c2ccc(=O)oc12 (stereo not given)	-49	5	3	5	4	-1	15	-7	-1.0
O=C(Nc1ccc2c(c1)OCCO2)c1cccc(Cl)c1	15	18	0	8	51*	-1	-79	-11	7.9
O=C(COC(=O)c1ncc(Cl)c(Cl)c1Cl)NC(=O)NCc1ccccc1	5	-8	1	0	1	0	-5	-13	0.7
O=C(NCCc1ccccn1)C(F)(F)C(F)(F)C(F)(F)C(F)(F)C(F)(F)C(F)(F)C(F)(F)C(F)F	6	20	1	-11	13	0	-5	3	-0.5
Brc1ccc(CSc2ccc3nnc(-c4cccnc4)n3n2)cc1	15	13	-1	-3	-15	6	38	43	3.4
(more compounds)
SMILES	APJ antag	CCR6 antagonist	APJ ag	CXCR6 block	tim23-1 inh	XBP1 UPR activ	Mdm2-MdmX inh	EBI2 block	UPR CHOP act
CCOc1cc(/C=C2\SC(=S)N(NC(=O)c3cccnc3)C2=O)ccc1O	44*	43	-9	37	10	-2	-6	12	0.8
COc1ccc(Cc2c(Cl)ncnc2Cl)cc1	-2	-15	0	-10	7	0	-36	-7	0.6
CC(C(=O)NCc1ccc2c(c1)OCO2)c1ccc([N+](=O)[O-])cc1 (stereo not given)	10	10	-4	-1	12	0	-5	-13	-1.8
COc1cccc(C(=O)Nc2cccnc2)c1	4	8	-1	-2	10	1	-25	-6	3.1
CN1CCN(NC(=O)c2cn(-c3ccccc3)nc2-c2cccs2)CC1	9	-10	0	-2	4	-3	8	-5	-2.1
O=C(CSc1nc2ccccc2c(=O)n1CCCN1CCOCC1)Nc1ccc(F)c(Cl)c1	-5	-3	-3	1	5	-2	52*	11	-0.2
Cc1nnc(SCC(=O)Nc2ccc([N+](=O)[O-])cc2)n1CC1CCCO1 (stereo not given)	-7	1	-5	-1	7	0	-2	-1	-0.7
CC(Sc1nc(N)cc(=O)[nH]1)C(=O)NNC(=O)c1cccc(Cl)c1 (stereo not given)	0	-9	-1	-8	-14	-1	-8	0	0.5

A portion of the library, so the mix of outcomes need not match the whole.
